# Assay outcomes as filed in PubChem.
# SW480 rerep = A quantitative high throughput screen for small molecules that induce DNA re-replication in SW480 colon adenocarcinoma cells | SW480 DNA re-replication, Hoechst DNA content imaging, 48 h | Potency, µM (top dose mostly 46.1 µM), for inactives: top-dose re-replication activation, hits mostly activators | actives 1.8% (n = 340,000) | AID 624297, 2012; also: potency is read from the fitted curve at half-maximal effect; % of control where 0% means no effect; nearly all actives have a fitted effect of over 55% in size
#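 Treated cells incubate 48 hr (37 C, 5% CO2), are stained 40 min with Hoechst, and nuclear fluorescence is enumerated; a rise in nuclei with high DNA signal marks re-replication.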
# HEK293 tox = qHTS of GLP-1 Receptor Inverse Agonists: Cytotox Screen; HEK293 cAMP-luciferase reporter cells, luminescence, 24 h; Potency, µM (highest dose often 38.3 µM), for the others: at the top dose activity change, negative = inhibition, actives largely listed as inhibitors; actives 0.13% (n = 410,000);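 also: loss of luciferase light is scored as toxicity; potency is read from the fitted curve at half-maximal effect; % is scaled to controls: 0 for no effect and ±100 for the full control effect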
#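 A 23 nL compound transfer followed 12 hours of cell culture at 37 deg C; exposure then lasted 24 hr. Luciferase assay detection reagent was dispensed and plates read for luminescence after a 12 min room-temperature wait.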
# KB-3-1 tox = qHTS assay for MDR1-selective chemotherapeutics: Primary screen using the parental adenocarcinoma cell KB-3-1; KB-3-1 viability, CellTiter-Glo ATP luminescence, 72 h; Potency, µM (doses to about 46.1 µM), for the others: top-dose activity change, negative = cytotoxic, usual class: cytotoxic; actives 1.4% (n = 400,000); also: potency is read from the fitted curve at half-maximal effect; % is scaled to controls: 0 for no effect and ±100 for the full control effect; nearly all actives have a fitted effect of over 60% in size
#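 Using CellTiter-Glo luminescence, growth of non-resistant KB-3-1 adenocarcinoma cells is assessed 72 h after pin-tool compound addition at 37 °C. Normalized responses across the concentration series yield fitted curves.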
# IL1B secr inh = qHTS for Inhibitors of Inflammasome Signaling: IL-1-beta AlphaLISA Primary Screen | THP-1 LPS/ATP IL-1B secretion, AlphaLISA, 16 h; hits give low values | activity change, % at 57.5 µM | actives 4.7% (n = 360,000) | AID 743279, 2014; in the data active = activity change below about -50%; inconclusive = mostly about -30% to -49%; also: % is scaled to controls: 0 for no effect and ±100 for the full control effect
#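 THP-1 cells pretreated 1 hr with compounds (up to 57.5 uM final), then stimulated with LPS (250 ng/mL final) plus ATP (1.25 mM final); secreted IL-1B measured by AlphaLISA after 16 hr, decreased signal indicating inhibition.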
# HT1080 IDH1KD tx = qHTS for induction of synthetic lethality in tumor cells producing 2HG: qHTS for the HT-1080-IDH1KD cell line; HT-1080 IDH1 knockdown viability, ATP luminescence, 48 h; actives 2% (n = 360,000); Potency, µM (highest dose often 46.1 µM), without a hit: at the highest dose activity, negative = toxicity, usual class: cytotoxic;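 also: potency is read from the fitted curve at half-maximal effect; 0% = DMSO wells and -100% = cell-free medium wells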
#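 IDH1KD HT-1080 cells, 750/well, RPMI + 5% FBS; compound pinned after 2 h settling; 48 h, 37 °C; CellTiter-Glo luminescence; % activity normalised to DMSO and no-cell wells; curves fitted, classed by r2 and efficacy.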
# D3 ag = qHTS of D3 Dopamine Receptor Agonist: qHTS; max activation, %; AID 652048, 2013; D(3) dopamine receptor (Homo sapiens), P35462; actives 0.58% (n = 410,000); D3R DiscoveRx beta-arrestin cells, luminescence, 90 min; in the data active = max activation above about 30%; also: 0% is about no effect; mostly tested at two doses, the higher about 12 µM
# Target sequence (P35462 whole entry, looked up): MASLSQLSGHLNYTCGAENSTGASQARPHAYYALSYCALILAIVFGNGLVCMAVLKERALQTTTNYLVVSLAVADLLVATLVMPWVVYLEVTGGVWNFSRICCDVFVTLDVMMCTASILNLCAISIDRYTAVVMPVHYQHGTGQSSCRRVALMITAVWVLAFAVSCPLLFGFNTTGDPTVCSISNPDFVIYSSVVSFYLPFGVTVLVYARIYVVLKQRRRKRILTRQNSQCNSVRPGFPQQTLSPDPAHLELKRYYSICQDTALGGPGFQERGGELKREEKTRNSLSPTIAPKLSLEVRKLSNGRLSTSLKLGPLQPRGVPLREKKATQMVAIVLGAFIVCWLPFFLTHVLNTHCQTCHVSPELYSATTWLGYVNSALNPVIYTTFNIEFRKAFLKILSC
#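 Agonist-mode cell screen: cells plated at 1500/well and incubated overnight at 37 °C, then exposed to library compounds for 90 min at 37 °C. Detection reagent was added for 30–60 min at room temperature, and luminescence was read.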
# MCF10A rerep = A quantitative high throughput screen for small molecules that induce DNA re-replication in MCF 10a normal breast cells | actives 2.9% (n = 350,000) | MCF 10A DNA re-replication, Hoechst nuclear intensity, 48 h | Potency, µM (highest dose often 46.1 µM), without a hit: top-dose activity, positive = re-replication, usual class: activators; also: potency is read from the fitted curve at half-maximal effect; % of control where 0% means no effect; nearly all actives have a fitted effect of over 50% in size
# KB-V1 cytotox = qHTS assay for MDR1-selective chemotherapeutics: Primary screen using the drug-selected MDR subline cells KB-V1. KB-V1 MDR cells viability, CellTiter-Glo, 72 h. Potency, µM (series often up to 46.1 µM), for the others: at the top dose activity change, negative = cytotoxicity, hits mostly cytotoxic. actives 3.4% (n = 400,000). AID 1347076, 2019; also: potency is read from the fitted curve at half-maximal effect; % is scaled to controls: 0 for no effect and ±100 for the full control effect; nearly all actives have a fitted effect of over 60% in size
#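 Potencies derive from concentration-effect curves fitted to normalized luminescence (CellTiter-Glo) of KB-V1 cells treated for 72 h at 37 degrees C in phenol-red-free DMEM containing 10% FBS.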
# HT1080NT lethal = qHTS for induction of synthetic lethality in tumor cells producing 2HG: qHTS for the HT-1080-NT fibrosarcoma cell line. Potency, µM (series often up to 46.1 µM), for inactives: at the highest dose activity, negative = less viability, hits mostly cytotoxic. actives 1.6% (n = 360,000). HT-1080-NT fibrosarcoma viability, CellTiter-Glo ATP luminescence, 48 h;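 also: NT is the 2HG producing partner of a matched IDH1 knockdown line; potency is read from the fitted curve at half-maximal effect; 0% = DMSO-treated cells and -100% = media-only wells without cells; nearly all actives have a fitted effect of over 55% in size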
#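 Toxicity toward the 2HG-producing NT line was scored as %Activity, normalised to DMSO and no-cell wells, from CellTiter-Glo luminescence after 48 hours' treatment.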
# Numbers without * were called inactive; i = inactive; u = inconclusive; x = no result given; [ ] = remark or other dose. Unless noted, calls follow the shape of the dose curve; as a rule, active = well fitted curve in the direction sought with a large enough effect; inconclusive = small, poorly fitted or top-dose-only effect, or another doubt; inactive = no such curve, though single readings can be large; an effect the other way counts as inactive or inconclusive.
SMILES,SW480 rerep,HEK293 tox,KB-3-1 tox,IL1B secr inh,HT1080 IDH1KD tx,D3 ag,MCF10A rerep,KB-V1 cytotox,HT1080NT lethal
O=C(NCC(=O)N1CCN(S(=O)(=O)/C=C/c2ccccc2)CC1)c1ccc(Cl)cc1,-4%,12%,2%,-9,-8%,-11,2%,-29%,-1%
CCC(C)[C@H](NC(=O)NCc1ccco1)C(=O)OC (stereo partly drawn),-6%,-1%,0%,9,12%,12,u,0%,16%
CC(C)CCn1c(=O)c2ccccc2n2c(CCC(=O)NCC3CCCO3)nnc12 (stereo not drawn),1%,-12%,9%,-16,22%,-9,-1%,13%,11%
C[C@H](CO)N1C[C@H](C)[C@@H](CN(C)CC2CCCCC2)Oc2ccc(NC(=O)CCN3CCOCC3)cc2C1=O,-2%,5%,7%,-3,8%,4,2%,-4%,-2%
CSCCC(NS(=O)(=O)c1cccc(C(F)(F)F)c1)C(=O)Nc1ccccc1N1CCCC1 (stereo not drawn),u,-16%,3%,-7,-4%,3,14%,u,2%
O=C(Nc1ccc([N+](=O)[O-])cc1)Nc1cnccn1,u,-8%,14%,u,-8%,-5,u,1%,-13%
N#Cc1cc([N+](=O)[O-])ccc1NC(=O)CSc1n[nH]c(=O)n1C1CC1,-6%,-26%,12%,-7,2%,0,9%,u,7%
Cc1nnc(SCC(=O)Nc2ccc(N(C)C)cc2)[nH]c1=O,x,-7%,0%,x,x,-7,x,0%,x
CC(CC(=O)Nc1ccc(F)c([N+](=O)[O-])c1)c1ccccc1 (stereo not drawn),-3%,2%,2%,-29,-7%,-3,3%,u,7%
COc1ccccc1NC(=S)NCc1ccc2c(c1)cc(C)n2C,u,u,12%,-8,-24%,-7,u,-2%,2%
Cc1ccc(-n2ncc(C(=O)NCc3ccco3)c2C2CCN(C(=O)OC(C)(C)C)CC2)c(C)c1,x,3%,-3%,x,x,9,x,-4%,x
CCc1ccc2nc(N(CCCN(C)C)C(=O)c3ccc(S(=O)(=O)N4CCCC4)cc3)sc2c1,u,-20%,-29%,-13,-28%,-8,u,-3%,-29%

# Structural class, the compounds so far containing a furan ring, fused or not
SMILES,SW480 rerep,HEK293 tox,KB-3-1 tox,IL1B secr inh,HT1080 IDH1KD tx,D3 ag,MCF10A rerep,KB-V1 cytotox,HT1080NT lethal
CCC(C)[C@H](NC(=O)NCc1ccco1)C(=O)OC (stereo partly drawn),-6%,-1%,0%,9,12%,12,u,0%,16%
Cc1ccc(-n2ncc(C(=O)NCc3ccco3)c2C2CCN(C(=O)OC(C)(C)C)CC2)c(C)c1,x,3%,-3%,x,x,9,x,-4%,x

# Continuation.
SMILES,SW480 rerep,HEK293 tox,KB-3-1 tox,IL1B secr inh,HT1080 IDH1KD tx,D3 ag,MCF10A rerep,KB-V1 cytotox,HT1080NT lethal
O=C(Oc1cccc(Cl)c1)N1CCOCC1,-2%,-18%,18%,-18,-19%,3,3%,-3%,-3%
COc1cc(/C=C2/C(=O)c3cccc([N+](=O)[O-])c3C2=O)c(Br)cc1O,u,u,-24%,33,18µM*,-6,u,0%,u
COc1ccc(CN(C)S(=O)(=O)c2nnc(NC(=O)c3cccc(C)c3)s2)cc1OC,u,7%,-4%,-9,0%,4,17%,u,-8%
Cc1ccsc1C(=O)OCC(=O)N1CC(=O)Nc2ccccc21,4%[9.22 µM],-7%,0%,-21,2%,-1,-15%,-6%,12%
CCOc1cccc2sc(NC(=O)CS(=O)(=O)c3ccc(C)cc3)nc12,x,6%,17%,x,x,-8,x,13%,x
CCOC=C1SC(=S)N(c2ccccc2OC)C1=O,x,5%,11%,25,8%,3,x,7%,0%
O=C(c1ccccc1)C(O)C(c1ccccc1)N1CCOCC1 (stereo not drawn),2%,23%,-13%,14,9%,-3,3%,-9%,7%
CC(Sc1nnc(C2CC2)n1Cc1ccccc1)C(=O)N1CCNC1=O (stereo not drawn),-7%,-16%,0%,-14,5%,-7,-1%,0%,1%
CCc1cc(=O)oc2cc(C)c(CN3CCCC3)c(O)c12,-4%,2%,15%,7,-1%,4,u,u,-22%
COCCNC(=O)C1CC2Cn3c(nc4ccccc43)C2N1C (stereo not drawn),-6%,-1%,3%,12,8%,9,3%,9%,12%
O=C(NCCC1=CCCCC1)c1ccc(Cl)c(S(=O)(=O)N2CCOCC2)c1,2%,6%,-25%,16,-12%,-7,18%,-7%,2%
Cc1ccc(NC(=O)CCNC(=O)c2ccc(Br)cc2)cc1S(=O)(=O)N1CCOCC1,1%,-1%,23%,-16,-2%,10,2%,-9%,3%
N#C/C(=C/c1cn(CC(=O)O)c2ccccc12)C(=O)Nc1ccccc1,-5%,4%[7.66 µM],9%,-5,8%,4,7%,26%,24%
Cc1cc2c3c(c1)C1(C(=O)N3C(C)(C)CC2C)C(C#N)=C(N)Oc2cc(O)ccc21 (stereo not drawn),3%,u,u,-25,u,-24,-4%,9%,u
Cc1cc(C)cc(NC(=O)C2CCN(c3nccs3)CC2)c1,8%,-29%,-5%,-17,16%,-4,u,0%,13%
CC1CC(C)CN(C(=O)CCS(=O)(=O)c2ccc3c(c2)NC(=O)CS3)C1 (stereo not drawn),7%,1%,-3%,4,1%,-6,3%,-5%,-10%
O=C(O)c1ccccc1SCc1nc2ccccn2c1Br,-9%,3%,-24%,5,0%,-1,3%,-23%,-3%
COc1ccc(C(=O)NCCCN=C2NS(=O)(=O)c3ccccc32)cc1,-6%,-3%,12%,-9,-1%,-25,-5%,0%,2%
CCOC(=O)C1=C(CNCc2ccc(Cl)cc2)NC(=O)NC1c1ccccc1 (stereo not drawn),x,1%,-3%,x,x,4,x,0%,x
COc1ccc(C=NN=C2c3ccccc3-c3ccccc32)cc1OC,-4%,-1%,5%,-22,3%,28,0%,u,14%
CCn1c(CNC(=O)c2ccco2)nnc1SCC(=O)c1ccc(F)cc1,-8%,12%,6%,-1,12%,-2,13%,-13%,-1%
O=C(c1cn(Cc2ccccc2)nc1-c1ccc(Cl)cc1)N1CCN(c2ccccn2)CC1,1%,u,x,-11,-1%,-9,u,x,-13%
CCOc1ccccc1NC(=O)C12CC3CC(C1)CC(c1ccc(C)cc1)(C3)C2,8%,3%,-1%,5,1%,2,-2%,-3%,7%
O=C(NCCC(=O)N1CCN(C(=O)c2ccco2)CC1)c1ccc(Br)cc1,-5%,2%,-3%,-3,8%,-13,-2%,13%,0%
COc1cc(CNc2ccc3[nH]c(=O)[nH]c3c2)ccc1OCc1ccccc1,u,-18%,5%,-15,-5%,1,22%,25%,-19%
CCOc1ccc(NC(=O)C2CC(=O)N(c3ccc(C(C)C)cc3)C2)cc1 (stereo not drawn),x,0%,19%,x,x,6,x,u,x
Nc1nc(NCCCN2CCOCC2)nc(Nc2cccc(F)c2)c1[N+](=O)[O-],0%,2%,u,-5,u,-14,10%,0%,u
O=C(NC1CC2CCCC(C1)N2Cc1cccs1)N1CCOCC1 (stereo not drawn),-3%,-15%,0%,-8,4%,-3,0%,7%,12%
COc1ccc(S(=O)(=O)N2CCSC2c2ccc(OC)c(OC)c2)cc1 (stereo not drawn),-2%,-13%,-5%,-1,-19%,12,u,0%,12%
CCCOc1ccc(Nc2nc(SC)ncc2C(=O)OCC)cc1,x,-6%,0%,x,x,6,x,-2%,x
CCOc1ccc(NC(N)=O)cc1OCC,11%,-7%,-5%,4,-1%,-7,1%,15%,-2%
CNc1nc2c(-c3ccc(Cl)cc3)nnn2c2ccccc12,6%,10%,11%,0,-1%,-3,u,-3%,3%
CCN(CC)C(=O)c1oc2ccc(S(=O)(=O)N3CC(C)CC(C)C3)cc2c1C (stereo not drawn),-21%,4%,-29%,-7,u,7,u,u,u
Cc1nc(N)ncc1-c1ccc2c(c1)OCO2,-9%,8%,u,-2,2%,6,-10%,12µM*,5%
COc1ccc(NC(=O)CN(C)C(=O)c2ccccc2OCC(=O)Nc2cccc(C(F)(F)F)c2)cc1,-38%,2%,-2%,-3,0%,9,-9%,3%,-5%
CCN(CC(=O)Nc1ccc(OC)cc1)C(=O)c1ccc(OCc2c(C)noc2C)cc1,-63%[inhibitor],-18%,8%,19,4%,-2,21%,-4%,10%
COc1cccc(NC(=S)N2CCc3cc(OC)c(OC)cc3C2)c1,-13%,8%,1%,-10,-12%,2,-1%,-27%,2%
Cc1[nH]c2ccccc2c1C1(O)C(=O)N(Cc2ccc3c(c2)OCO3)c2ccccc21 (stereo not drawn),u,-27%,u,12,u,-5,13%,u,-11%
Cc1nn(-c2ccccc2)c(N2CCCC2)c1/C=N/NC(=O)c1cc(-c2cccs2)nc2ccccc12,20%,0%,0%,-5,8%,-2,2%,4%,-5%
CCOc1nc(NCCO)nc(Nc2ccc([N+](=O)[O-])cc2)n1,3%,15%,22%,-20,-6%,-6,27%,-26%,-4%
Cc1cc(C(=O)N2CCCC(C(=O)c3ccc(Cl)cc3C)C2)no1 (stereo not drawn),23µM*,7%,-14%,i,-3%,-5,u,u,-9%

# Complete entries from above. Screens in order: SW480 rerep	HEK293 tox	KB-3-1 tox	IL1B secr inh	HT1080 IDH1KD tx	D3 ag	MCF10A rerep	KB-V1 cytotox	HT1080NT lethal
# CCN(CC(=O)Nc1ccc(OC)cc1)C(=O)c1ccc(OCc2c(C)noc2C)cc1 as listed: -63%[inhibitor]	-18%	8%	19	4%	-2	21%	-4%	10%
# CCc1ccc2nc(N(CCCN(C)C)C(=O)c3ccc(S(=O)(=O)N4CCCC4)cc3)sc2c1 as listed: u	-20%	-29%	-13	-28%	-8	u	-3%	-29%
